697 NFkB inh – inhibitors of the PMA/ionomycin-induced NF-kB reporter in 697 B cells | 697 B-cell NF-kB luciferase reporter, 16 h | inhibition, % at 4 µM | 330,000 tested, 0.33% active; in the data active = inhibition above about 35%
SENP8 inh – blocks the human protease SENP8; Q96LD8; AID 2540; 330,000 tested, 1.2% active; inhibition, % at 10 µM; purified SENP8, Z-RLRGG-aminoluciferin cleavage, luminescence
Gli-Sufu block – antagonists of Gli-Sufu signaling; Sufu-KO-LIGHT fibroblasts, Gli luciferase reporter luminescence; inhibition, % at 5 µM; 340,000 tested, 0.74% active;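 active = inhibition above about 55%, limit read from the data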;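 note: 0% = DMSO-treated cells and 100% = wells with medium but no cells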
HKDC1 inhibitor – HKDC1 (human) hexokinase inhibition. Q2TB90. recombinant HKDC1, G6PDH/diaphorase resazurin coupled fluorescence. inhibition, % at 20 µM. 340,000 tested, 0.16% active;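 active = inhibition above about 35% when tested at 20 µM, limit read from the data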;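 note: plate controls were DMSO wells with enzyme for no effect and DMSO wells lacking enzyme for full effect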
Target sequence (Q2TB90 whole entry, looked up): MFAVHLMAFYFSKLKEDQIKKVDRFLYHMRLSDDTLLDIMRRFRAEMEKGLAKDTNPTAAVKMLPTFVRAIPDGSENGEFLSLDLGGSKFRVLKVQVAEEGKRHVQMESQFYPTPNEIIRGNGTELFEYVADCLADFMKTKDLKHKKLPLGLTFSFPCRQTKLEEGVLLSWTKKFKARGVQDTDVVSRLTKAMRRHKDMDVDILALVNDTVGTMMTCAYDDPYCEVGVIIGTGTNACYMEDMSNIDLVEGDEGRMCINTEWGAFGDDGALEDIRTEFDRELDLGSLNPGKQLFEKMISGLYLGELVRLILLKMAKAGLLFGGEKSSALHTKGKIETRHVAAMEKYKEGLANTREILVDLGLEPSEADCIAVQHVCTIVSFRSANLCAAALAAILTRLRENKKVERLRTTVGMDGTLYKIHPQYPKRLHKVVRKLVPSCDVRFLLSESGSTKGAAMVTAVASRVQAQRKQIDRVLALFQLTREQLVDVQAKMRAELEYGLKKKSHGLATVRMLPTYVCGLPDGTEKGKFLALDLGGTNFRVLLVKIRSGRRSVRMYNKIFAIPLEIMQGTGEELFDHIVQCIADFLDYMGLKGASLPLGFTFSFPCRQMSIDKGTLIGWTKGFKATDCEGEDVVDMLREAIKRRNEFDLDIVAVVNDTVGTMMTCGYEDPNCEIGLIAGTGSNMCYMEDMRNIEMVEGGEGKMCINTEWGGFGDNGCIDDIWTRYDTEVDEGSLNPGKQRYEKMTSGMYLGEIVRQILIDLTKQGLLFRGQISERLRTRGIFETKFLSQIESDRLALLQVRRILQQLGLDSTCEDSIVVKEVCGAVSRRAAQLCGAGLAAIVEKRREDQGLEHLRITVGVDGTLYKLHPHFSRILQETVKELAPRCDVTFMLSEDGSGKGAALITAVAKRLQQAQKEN
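Test system: recombinant HKDC1 (HK5) hexokinase enzyme, produced in-house; Amount: enzyme 5 µg/mL final; Buffer or medium: Tris pH 8.0 buffer with MgCl2, Tween-20, BSA, BME; Reagent: glucose and ATP substrates; Doses: 20 µM test compound, 1% DMSO; Incubation: 90 min reaction incubation at room temperature, dark; Detection: resorufin fluorescence at 613 nm.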
Jurkat NFkB inh – inhibitors of the PMA/ionomycin-induced NF-kB reporter in Jurkat cells. PMA/ionomycin-induced NF-kB luciferase reporter, luminescence. 330,000 tested, 0.53% active. inhibition, % at 4 µM
UBC13 inh – human UBC13 polyubiquitination inhibition; inhibition, % at 20 µM; 330,000 tested, 0.47% active; AID 485273; P61088; UBC13 polyubiquitin chain formation, TR-FRET; in the data active = inhibition above about 45%, passing the limit was not always enough
Target sequence (P61088 whole entry, looked up): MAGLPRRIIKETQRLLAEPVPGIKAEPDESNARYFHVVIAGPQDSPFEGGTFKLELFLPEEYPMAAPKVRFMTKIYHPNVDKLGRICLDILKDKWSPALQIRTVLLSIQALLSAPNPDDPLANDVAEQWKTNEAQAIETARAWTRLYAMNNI
SENP7 inh – inhibitors of human SENP7 protease; recombinant SENP7, Z-RLRGG-aminoluciferin luminescence, 40 min; inhibition, % at 5 µM; 330,000 tested, 1.5% active;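 active = inhibition above about 50% at the single test dose, limit read from the data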;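 note: plate controls were DMSO with enzyme for no effect and no enzyme buffer wells for full effect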
Apaf1 inhib – human Apaf-1 inhibition; reconstituted apoptosome caspase-3 activity, DEVD-Rh110 fluorescence; 330,000 tested, 0.71% active; inhibition, % at 20 µM; active = inhibition of at least 40% at 20 µM;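 note: plate controls were DMSO wells for no effect and DEVD-CHO caspase inhibitor wells for full effect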
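Material: reconstituted apoptosome with Apaf-1, cytochrome c, caspase-9, procaspase-3, dATP / Buffer or medium: pH 7.5 Hepes buffer with CHAPS, BSA, DTT / Also added: cytochrome c with DEVD-Rh110 / Schedule: compound with Apaf-1, dATP, procaspase-3 30 min, then 50 min reaction, room temperature / Technique: rhodamine 110 fluorescence at Ex 480/Em 540 nm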
Numbers without * were called inactive; / = no result given. Cut-off read from the data, not from the text of the source, unless noted: active = inhibition above about 50%; inactive = the rest.

SMILES	697 NFkB inh	SENP8 inh	Gli-Sufu block	HKDC1 inhibitor	Jurkat NFkB inh	UBC13 inh	SENP7 inh	Apaf1 inhib
CCC(O)c1c(-c2ccccc2)nn(C)c1Cl (configuration not stated)	10	5	2	4	2	0	5	8
CCN1CCCC1CNC(=O)c1cc2c(-c3ccc(Cl)cc3)nn(C)c2s1 (configuration not stated)	-6	-17	11	10	-21	41	-7	49*
Cc1ccc2c(N)c(C#N)sc2n1	0	1	3	-1	-3	4	5	-1
COc1cc(C2C(C#N)=C(N)Oc3n[nH]c(-c4ccncc4)c32)cc(OC)c1OC (configuration not stated)	-73	-3	-4	1	-27	-28	-7	14
CSc1nc(S(=O)(=O)c2ccccc2)c(Cl)s1	-19	0	-5	-4	-3	1	-1	-2
NC(=O)COC(=O)c1cccc(S(=O)(=O)N2CCCCC2)c1	-11	-11	-23	-6	-5	-5	0	-21
CN(CCc1ccccc1)c1ccc([N+](=O)[O-])cn1	-6	2	0	0	4	2	-4	2
O=C(CSc1ccccc1)NCc1ccco1	3	3	-10	4	10	9	5	-5
CCOC(=O)c1ccccc1N/C=C1\CCCC1=O	2	-16	-3	-14	-1	-11	-2	-2
COc1ccc(C(=O)NNC(=O)CSc2nnc(-c3cccnc3)o2)cc1	8	-10	-17	-8	-13	-6	-6	-2
NS(=O)(=O)c1ccc(-c2ccc(/C=N/NC(=O)c3ccccc3O)o2)cc1	3	-2	2	-6	-11	-22	-11	-3
CN(C)CCNC(=O)/C(=C/c1cccc([N+](=O)[O-])c1)NC(=O)c1ccccc1	22	-6	-3	-9	-2	12	2	-6
O=C(CSc1nc2ncccc2[nH]1)Nc1ccc2c(c1)OCO2	8	-6	-19	-2	-2	0	-10	-13
Clc1ncc(CN2CCN(Cc3ccccc3)CC2)s1	8	3	32	-8	6	10	0	1
CCN(CC)C(=O)C1CCCN(Cc2nc(-c3cccs3)no2)C1 (configuration not stated)	22	-1	-2	-2	3	3	-8	-25
CC(C)c1cc(C(=O)N2CCCC(Nc3ccc(F)cc3)C2)nc(N)n1 (configuration not stated)	-10	-8	-9	3	7	2	5	-13
CC(=O)Nc1ccc(NC(=O)CCn2nnc3ccccc32)cc1	10	-5	2	-6	-8	3	-3	-4
COc1cc(OC)cc(C(=O)NC2CCSC2=O)c1 (configuration not stated)	8	-2	5	-7	-12	0	2	1
Cc1ccc(NC(=O)c2ccc3c(c2)S(=O)(=O)c2ccccc2C3=O)cc1S(=O)(=O)N1CCOCC1	17	13	2	-6	31	-1	3	-5
CCn1c(C(O)c2cccc(OC)c2OC)nc2ccccc21 (configuration not stated)	-3	-4	-27	-5	-8	-5	12	-2
CC(=O)N1c2ccc(S(=O)(=O)N3CCCC(C(=O)NC4CCCC(C)C4C)C3)cc2CC1C (configuration not stated)	-1	6	-6	-5	17	-1	-2	3
CN(C)CCN(Cc1ccccc1)c1ccnc(N(C)C)c1C#N	-11	2	2	-3	-1	-1	5	7
CCOC(=O)CC(=O)Nc1ccc(C)cc1	15	5	-16	-7	10	5	3	1
CN(Cc1ccc(OC(F)F)cc1)C(=O)C1CCN(S(=O)(=O)c2ccc3c(c2)OCCO3)CC1	6	3	1	-2	13	0	9	6
Oc1c(Cl)cc(Cl)cc1/C=N/c1nc(-c2ccc(Cl)cc2)cs1	2	5	-15	6	-9	-3	-2	11

Reprinted from the part before: 5 entries, then new ones.
SMILES	697 NFkB inh	SENP8 inh	Gli-Sufu block	HKDC1 inhibitor	Jurkat NFkB inh	UBC13 inh	SENP7 inh	Apaf1 inhib
CC(=O)N1c2ccc(S(=O)(=O)N3CCCC(C(=O)NC4CCCC(C)C4C)C3)cc2CC1C (configuration not stated)	-1	6	-6	-5	17	-1	-2	3
CN(C)CCN(Cc1ccccc1)c1ccnc(N(C)C)c1C#N	-11	2	2	-3	-1	-1	5	7
CCOC(=O)CC(=O)Nc1ccc(C)cc1	15	5	-16	-7	10	5	3	1
CN(Cc1ccc(OC(F)F)cc1)C(=O)C1CCN(S(=O)(=O)c2ccc3c(c2)OCCO3)CC1	6	3	1	-2	13	0	9	6
Oc1c(Cl)cc(Cl)cc1/C=N/c1nc(-c2ccc(Cl)cc2)cs1	2	5	-15	6	-9	-3	-2	11
C=CCOc1ccc(/C=N/n2cncn2)cc1OC	13	3	3	-4	4	-1	7	0
Cc1cc(NS(=O)(=O)c2ccc(NC(=O)COc3ccc(Cl)c(C)c3)cc2)no1	7	-7	7	0	-3	-3	3	2
Cc1cnc(NC(=O)c2ccc3ncsc3c2)s1	-172	8	-39	1	-108	-5	25	12
O=C(Nc1ccccc1)n1cc(-c2ccccn2)c(N2CCOCC2)n1	-4	6	-9	-9	0	5	-2	-17
Cc1cnc(C)c(N2CCN(C(=O)C3CCC(=O)N(CCc4cccc(F)c4)C3)CC2)n1 (configuration not stated)	13	4	8	-3	12	-10	0	-11
COc1ccc(CN(C(=O)CNC(=O)c2ccco2)C(C(=O)NCC2CCCO2)c2ccc(OC)c(OC)c2)cc1 (configuration not stated)	0	5	20	0	13	4	-4	4
Cc1ccc(C)c(S(=O)(=O)N(C)Cc2cccs2)c1	-4	-5	3	6	-7	10	5	5
CCOC(=O)c1cccc(OS(=O)(=O)Cc2ccccc2)c1	-56	-1	-5	-2	-40	1	-1	-3
Cn1c(SCC(=O)NCc2cccs2)nnc1-c1ccncc1	7	-3	-4	1	11	4	1	2
Cc1ccc(NC(=O)C(C)N2CCOCC2)c(C(=O)c2ccccc2)c1 (configuration not stated)	9	0	7	-7	-9	2	9	9
O=C(NCCNc1ccc2ccccc2c1)c1cccn2c(=O)c3sccc3nc12	-7	23	/	/	21	-54	23	51*
O=C(CN1C(=O)CSC1=O)Nc1ccc(F)c(F)c1F	5	1	1	-5	3	3	-11	0
CC1(C)C[C@@H](O)CC2(C1)C[C@]1(C)CC(O)[C@H]2C(C)(C)C1 (some centres not stated)	1	2	8	-1	4	6	0	2
O=C1C=C(NC2CCCCC2)CCC1	18	3	0	-4	0	-1	1	5
O=C(CCC(=O)N/N=C/c1ccc(Br)o1)N/N=C/c1ccc(Br)o1	12	-2	-17	-4	16	3	3	-1
O=C1CN(C(=O)c2cccc(S(=O)(=O)N3CCCC3)c2)c2ccccc2N1	-5	-9	-1	-4	-5	-11	0	0
CC(C)N(CCNC(=O)COc1ccc2oc3c(c2c1)CCCC3)C(C)C	-5	4	-6	-4	5	16	-5	12
CC(=O)Nc1ccc(C(=O)NCCCOC(C)C)cc1	10	-7	-7	-4	0	-5	8	-10
CC(C)OC(=O)Cn1c(=O)oc2ccccc21	-2	2	20	-5	3	-2	-3	5
Cc1cc(=O)oc(C)c1C(=O)NCC(C)NC(=O)c1c(C)cc(=O)oc1C (configuration not stated)	6	-8	22	0	6	3	-5	-7
CCOC(=O)Cc1nnc(NC(=O)CSc2nc3ccccc3[nH]2)s1	12	3	2	-7	-1	16	3	-22
Cc1ccc2cc3cc(C(=O)N4CCN(Cc5ccccc5)CC4)sc3nc2c1	-2	-5	3	-2	2	-2	-5	5
C/C(=N\NC(=O)CCn1nc(C)cc1C)C(C)(C)C	5	7	-3	-13	2	10	20	0
COc1ccc([N+](=O)[O-])cc1NC(=O)CSc1nc(C)c(C)c(C)n1	17	-7	16	-11	-8	-9	11	6
Cc1nn(CC#N)c(=O)n1-c1ccc(Cl)cc1	3	9	-27	-2	-4	-3	3	-14

Single values from the entries so far:
Value for Cc1cc(NS(=O)(=O)c2ccc(NC(=O)COc3ccc(Cl)c(C)c3)cc2)no1 under HKDC1 inhibitor: 0
Value for CC(C)N(CCNC(=O)COc1ccc2oc3c(c2c1)CCCC3)C(C)C under Apaf1 inhib: 12

Further compounds:
SMILES	697 NFkB inh	SENP8 inh	Gli-Sufu block	HKDC1 inhibitor	Jurkat NFkB inh	UBC13 inh	SENP7 inh	Apaf1 inhib
COC(=O)c1cc(OC)c(OC)cc1NC(=O)c1ccc(OC)cc1	17	-1	-121	-2	-1	32	4	12
CCOC(=O)CN(C)C(=O)CCc1nnc(-c2ccc(-c3ccccc3)cc2)o1	10	5	0	-1	-7	3	1	-9
O=C(CCCSc1nc2sc3c(c2c(=O)[nH]1)CCC3)NCCO	11	-12	-1	3	5	-5	-12	9
COC(=O)Cn1c(C(=O)N2CCCC2)cc2c1C[C@H]1CN(C(=O)c3ccccc3)[C@@](Cc3ccc(F)cc3)(C(=O)OC)[C@@H]21	-4	-2	6	10	-7	4	-2	16
CN(C)c1ccc(S(=O)(=O)c2ccc(Cl)cc2)cc1	-43	-1	3	-1	-5	24	9	14
CC1CCCC(NC(=O)COC(=O)CCC(=O)c2ccc(F)cc2)C1C (configuration not stated)	-5	-19	4	-6	-13	-3	-12	9
O=C(CSc1ccc(-c2cccc([N+](=O)[O-])c2)nn1)N1CCCC1	-10	-7	3	-9	-24	-13	-6	6
COc1ccc(Cl)cc1NC(=O)C(C)N1CCN(C/C=C/c2ccccc2)CC1 (configuration not stated)	0	-6	15	0	-9	19	4	43*
CC(=O)Nc1ccc2c(c1)CCCC2	2	1	3	2	1	1	12	12
Cc1cc(C)c(NC(=S)N2CCCC2C(=O)O)c(C)c1 (configuration not stated)	17	-3	-15	5	-6	1	4	-1
COC(=O)CN(c1ccccc1C)S(C)(=O)=O	23	0	-9	-4	12	-4	-1	-8
O=C1c2ccccc2C(=O)N1/N=C/c1ccc(Oc2ccc([N+](=O)[O-])cn2)cc1	29	-7	6	-5	-2	-2	-10	-17
CCCOc1cc(N)ccc1C(=O)OCCN(CC)CC	17	10	-5	-7	2	1	3	-7
C=C1CC2C(=O)N(Cc3cc(OC)ccc3OC)C(C(=O)OCC)(C(=O)OCC)C1N2C(=O)OC(C)(C)C (configuration not stated)	3	-1	5	-4	2	5	-1	8
COc1ccc(C(=O)NNC(=O)c2ccc3ccccc3n2)cc1	-8	3	-23	0	-13	44	1	-3
CC1(c2nnc(-c3cccc(Cl)c3)o2)CC(c2ccc(C#N)cc2)=NO1 (configuration not stated)	18	14	0	-3	7	6	-4	0
O=S(=O)(Nc1ccc(Cl)cc1)c1ccc(N2CCOCC2)c(NC(=S)NC2CC2)c1	-10	1	12	1	-3	5	0	10
CN(C)S(=O)(=O)c1cccc(CNCC2COc3ccccc3O2)c1 (configuration not stated)	0	-6	/	2	-13	3	-2	-3
COCCn1c(SCC(=O)NCC2CCCO2)nc2c(c1=O)SCC2 (configuration not stated)	-2	3	2	1	0	-4	3	7
Cc1ccc(CNCC2CCCO2)s1 (configuration not stated)	9	-3	-4	-7	-1	-4	1	2
Cc1ccccc1NC(=O)c1ccccc1NC(=O)CCC(=O)O	14	4	-6	-1	0	3	5	-4
Cc1cc(C)nc(NS(=O)(=O)c2ccc(NC(=O)CCC3COc4ccccc4O3)cc2)n1 (configuration not stated)	17	-2	2	-6	10	3	-3	-4
COc1ccc(-n2c(-c3ccccc3)nnc2-c2ccc(Cl)cc2)cc1	19	16	4	0	-3	4	4	12
COc1cc(C(=O)Nc2scc(-c3ccccc3)c2C(=O)O)cc(OC)c1OC	-8	-10	-8	4	-28	-13	-14	14
COc1ccc(OC)c(/C=C(\C)C(=O)c2c(C)cc(C)[nH]c2=O)c1	5	0	0	-5	-21	-3	-8	6
Cc1cc(C)nc(OC(=O)c2ccc(Cl)cc2Cl)n1	-26	-21	/	/	-22	-7	-1	0
O=C(COc1ccccc1Cl)Nc1ccccc1C(=O)Nc1cccc(C(=O)O)c1	-24	4	-18	-2	-5	-2	-4	-6
Cc1ccccc1OCC(=O)OCC(=O)c1ccc(OCc2ccccc2)cc1	-54	-3	-59	1	-50	-7	1	-6
COCCn1cc(C(=O)c2ccccc2OCC(=O)Nc2cc(C)on2)cc(C#N)c1=O	15	3	-3	2	0	1	-7	-10
O=C(NCc1nnc(SCC(=O)N2CCOCC2)o1)c1c(F)cccc1F	27	7	1	0	8	-2	-6	-4

Screens from PubChem BioAssay.
